Compound activity (PubChem BioAssay)
USP2a block = qHTS Assay for Inhibitors of Ubiquitin-specific Protease USP2a Using CHOP2 as the Reporter; USP2 core, Ub-CHOP2 coupled fluorogenic reporter, 485/531; AID 463254, 2010; 330,000 tested, 0.01% active; Potency, µM (highest dose often 38.3 µM), for the others: top-dose activity change, negative = inhibition, usual class: inhibitors;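 also: potency is read from the fitted curve at half-maximal effect; plate controls were DMSO wells for no effect and full inhibition by NEM control for full effect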
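USP2 core (10nM final) preincubated 30min RT with compound in 20mM Tris-HCl pH 8.0, 2mM CaCl2, 2mM beta-mercaptoethanol, 0.05% CHAPS; 25nM Ub-CHOP2 plus 25nM reporter substrate added, fluorescence (Ex485/Em531) read after 60min.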
Tb PFK block = qHTS Assay to Find Inhibitors of T. brucei phosphofructokinase. Potency, µM (top dose mostly 57.5 µM), inactives show at the top dose activity, negative = inhibition, most hits filed as inhibitors. T. brucei PFK, ADP-Glo luminescence. ATP-dependent 6-phosphofructokinase (Trypanosoma brucei brucei), O15648. 330,000 tested, 0.17% active;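 also: potency is read from the fitted curve at half-maximal effect; 0% = uninhibited 1x PFK enzyme wells and -100% = no-enzyme wells; nearly all actives have a fitted effect of over 60% in size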
Target sequence (O15648 whole entry, looked up): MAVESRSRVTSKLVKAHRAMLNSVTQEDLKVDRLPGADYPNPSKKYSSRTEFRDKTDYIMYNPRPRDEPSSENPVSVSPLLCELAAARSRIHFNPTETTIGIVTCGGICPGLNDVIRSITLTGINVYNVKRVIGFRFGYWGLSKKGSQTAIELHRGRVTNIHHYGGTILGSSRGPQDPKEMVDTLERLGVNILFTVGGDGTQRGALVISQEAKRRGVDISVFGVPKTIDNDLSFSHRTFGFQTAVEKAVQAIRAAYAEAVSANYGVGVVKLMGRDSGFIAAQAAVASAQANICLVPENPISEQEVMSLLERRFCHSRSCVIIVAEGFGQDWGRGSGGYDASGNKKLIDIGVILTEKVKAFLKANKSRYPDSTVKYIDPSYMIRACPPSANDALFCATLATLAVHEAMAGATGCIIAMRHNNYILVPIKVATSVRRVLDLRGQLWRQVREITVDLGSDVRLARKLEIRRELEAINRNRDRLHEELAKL
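ADP-Glo luminescence quantified ADP after 45 min at room temperature, with 1.25 nM T. brucei PFK, 0.1 mM ATP and 0.5 mM fructose-6-phosphate in pH 8.0 TEA buffer. qHTS titrations up to 57 µM; curves classified by quality.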
Chronic BCR inh = qHTS Assay to Find Inhibitors of Chronic Active B-Cell Receptor Signaling. ABC-DLBCL IkBa-CBG/CBR reporter, luminescence ratio, 4 h. Potency, µM (series often up to 46.1 µM), for the others: top-dose ratio change, negative = lower green/red ratio, actives largely listed as inhibitors. 340,000 tested, 0.05% active; active = well fitted inhibition curve with a large enough effect in the signal ratio, with a control signal flat, not every such curve was filed as active; inconclusive = small, poorly fitted or top-dose-only effect, or effect the other way, or a change in a side signal; the % refers to the signal ratio;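 also: potency is read from the fitted curve at half-maximal effect; plate controls were basal doxycycline-induced cells for no effect and cells given 10 µM MG132 for full effect; MG132 reads +100%, hits lower the ratio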
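TMD8 ABC-DLBCL cells carrying doxycycline-inducible green luciferase fused to IkappaBalpha plus unfused red luciferase were exposed to compounds (up to 46 uM) for 4 hrs at 37C. Activity came from the overlap-corrected green/red luminescence ratio.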
Mito fusion yeast = qHTS Assay for Small Molecule Inhibitors of Mitochondrial Division or Activators of Mitochondrial Fusion | S. cerevisiae fusion-defective mutant growth rescue, CellTiterGlo 48 h | Potency, µM (top dose mostly 46.1 µM), without a hit: at the top dose growth rescue (activation), hits mostly activators | 320,000 tested, 0.23% active | AID 485298, 2010;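 also: potency is read from the fitted curve at half-maximal effect; % of control where 0% means no effect; nearly all actives have a fitted effect of over 45% in size; temperature-sensitive fusion mutants such as fzo1-1 at 37 °C on non-fermentable ethanol glycerol medium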
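Luminescent cell viability in 1536-well qHTS format served as the measure of rescued growth in ts fusion-mutant S. cerevisiae cultured on non-fermentable YPEG for 48 hours at 37C.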
PTAP TSG101 blk = qHTS Assay for Iinhibitors of HIV-1 Budding by Blocking the Interaction of PTAP/TSG101; Potency, µM (top dose mostly 115 µM), inactives show at the highest dose activity change, negative = inhibition, hits mostly inhibitors; 340,000 tested, under 10 active; Fluorescence polarization, FITC-PTAP peptide / Tsg101 binding; active = well fitted inhibition curve with a large enough effect in the main read-out, with a control signal flat, not every such curve was filed as active; inconclusive = small, poorly fitted or top-dose-only effect, or effect the other way, or a change in a side signal; inactive = no such curve, though single readings can be large or run the other way; also: potency is read from the fitted curve at half-maximal effect; % of control where 0% means no effect
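FP read-out: FITC-PTAP peptide, 50 nM final, binding Tsg101 binding domain, 10 uM final; 20 min, r.t.; 10 mM HEPES pH 7.5, 0.15 M NaCl, 0.01% Tween 20, 3 mM EDTA, 0.1 mM TCEP.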
uPA surface inh = qHTS for Inhibitors of Cell Surface uPA Generation; cell surface uPA generation assay, qHTS; Potency, µM (series often up to 38.3 µM), for inactives: top-dose activity change, negative = inhibition, most hits filed as inhibitors; 330,000 tested, 0.31% active; active = well fitted inhibition curve with a large enough effect; inconclusive = small, poorly fitted or top-dose-only effect; inactive = no such curve, though single readings can be large or run the other way; tested in mouse RAW 264.7 cells; also: potency is read from the fitted curve at half-maximal effect; % is scaled to controls: 0 for no effect and ±100 for the full control effect; nearly all actives have a fitted effect of over 55% in size
B2AR arrestin = qHTS assay of beta-arrestin-biased ligands of beta2-adrenergic receptor. AID 492947, 2010. Beta-2 adrenergic receptor (Homo sapiens), P07550. 330,000 tested, 0.02% active. Potency, µM (series often up to 46.1 µM), without a hit: at the highest dose activation, usual class: activators. beta-arrestin recruitment to beta2AR, cell-based reporter;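 also: potency is read from the fitted curve at half-maximal effect; 0% = DMSO controls and full agonism = EC100 isoproterenol or metaproterenol; nearly all actives have a fitted effect of over 65% in size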
Target sequence (P07550 whole entry, looked up): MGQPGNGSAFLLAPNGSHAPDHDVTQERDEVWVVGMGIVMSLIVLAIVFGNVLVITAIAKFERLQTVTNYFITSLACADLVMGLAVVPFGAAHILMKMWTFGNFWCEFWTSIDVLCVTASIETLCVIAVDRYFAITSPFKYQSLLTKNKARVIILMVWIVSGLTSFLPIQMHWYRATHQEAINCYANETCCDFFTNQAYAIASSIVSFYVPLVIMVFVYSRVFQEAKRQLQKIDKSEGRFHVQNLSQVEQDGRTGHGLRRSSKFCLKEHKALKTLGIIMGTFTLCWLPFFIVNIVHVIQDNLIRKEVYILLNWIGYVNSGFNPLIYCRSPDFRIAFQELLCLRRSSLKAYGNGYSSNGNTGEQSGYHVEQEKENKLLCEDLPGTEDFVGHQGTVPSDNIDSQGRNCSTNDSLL
TCR act = Activators of T cell receptors: qHTS campaign; 330,000 tested, under 10 active; primary human leukocytes, anti-CD3, IL-2 HTRF, 48 h; AID 504894, 2011; Potency, µM (series often up to 9.22 µM), for inactives: top-dose activation of IL-2 secretion, most hits filed as activators; also: % of control where 0% means no effect
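Primary human leukocytes receive a-CD3 beads and test compound and are incubated 48 hr. Secreted IL-2 is then assayed by HTRF, measuring 665nm acceptor emission after 320nm excitation of the europium donor.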
ELG1 DNA repair = qHTS screen for small molecules that inhibit ELG1-dependent DNA repair in human embryonic kidney (HEK293T) cells expressing luciferase-tagged ELG1 | AID 504467, 2011 | Potency, µM (highest dose often 46.1 µM), for inactives: at the highest dose activity change, negative = inhibition, most hits filed as inhibitors | 330,000 tested, 2.3% active | HEK293T ELG1-luciferase reporter, luminescence, 16 h; DNA damage induced by 5-fluorouridine; also: potency is read from the fitted curve at half-maximal effect; % is scaled to controls: 0 for no effect and ±100 for the full control effect; nearly all actives have a fitted effect of over 55% in size
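Luminescence from the luciferase reporter, measured 30 min after ONE-Glo reagent at room temperature, was the read-out. Beforehand, 2,000 cells per well were exposed for 16 hr at 37 °C to 5-fluorouridine together with compound or vehicle.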
TSHR antag = Antagonists of the Thyroid Stimulating Hormone Receptor: HTS campaign. TSHR-expressing cells, TSH-stimulated cAMP HTRF, 2 h; stronger effect = lower value. activity change, negative = inhibition, % at 11.5 µM. AID 504810, 2011. 330,000 tested, 0.2% active. Thyrotropin receptor (Homo sapiens), P16473;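 active = activity change below a set negative limit, meaning inhibition stronger than a set level, cut at about -70% in these data; inconclusive = activity change between two set negative limits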; also: % is scaled to controls: 0 for no effect and ±100 for the full control effect
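Cell-based HTRF cAMP assay; TSHR cells + compound, TSH EC80 (4nM final), 2 h, 37 deg C. Lysis with anti-cAMP cryptate and cAMP-d2, 30 min RT, read 665/620 nm.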
Eya2 phos inh = qHTS Assay for Inhibitors of the Phosphatase Activity of Eya2; Protein phosphatase EYA2 (Homo sapiens), O00167; recombinant Eya2, OMFP fluorescence dephosphorylation (OMFP is methylfluorescein phosphate); 330,000 tested, 0.006% active; Potency, µM (highest dose often 76.9 µM), without a hit: at the top dose activity, negative = inhibition, usual class: inhibitors; AID 488837, 2010; also: potency is read from the fitted curve at half-maximal effect; % is scaled to controls: 0 for no effect and ±100 for the full control effect
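Eya2 (0.2 uM) preincubated 10 min at ambient with compound, then OMFP substrate added at 50 uM; 10 min reaction in 50 mM HEPES pH 7.5, 50 mM NaCl, 5 uM MgCl2, 0.05% BSA, 1 mM DTT. Fluorescence read at Ex 485/Em 525 nm.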
* hit, by the source's call; u = inconclusive; x = not tested or not shown; & = joins results of further samples; [ ] = dose if it differs, or a comment. Unless noted, calls follow the shape of the dose curve; as a rule, active = well fitted curve in the direction sought with a large enough effect; inconclusive = small, poorly fitted or top-dose-only effect, or another doubt; inactive = no such curve, though single readings can be large; an effect the other way counts as inactive or inconclusive.

SMILES | USP2a block | Tb PFK block | Chronic BCR inh | Mito fusion yeast | PTAP TSG101 blk | uPA surface inh | B2AR arrestin | TCR act | ELG1 DNA repair | TSHR antag | Eya2 phos inh
O=C(CN(Cc1ccco1)C(=O)c1ccccc1F)Nc1ccccc1C(F)(F)F | -4% | 5% | 0% | -7% | 0% | -2% | -0.2% | 4% | 15% | 0 | -20%
CCOC(=O)C1=C(C)NC(=O)NC1c1ccc(N(C)C)cc1 (configuration not stated) | -1% | 1% | 0% | 0% | 0% | 5% | 0.0% | 7% | -1% | -8 | -7%
CC1CCC(N2CCN(S(C)(=O)=O)CC2)CC1 (configuration not stated) | -1% | 0% | 12% | -2% | -7% | 0% | -0.2% | -2% | 2% | -5 | 13%
CN1CCN(C(=O)CSc2nc(-c3ccncc3)ccc2C#N)CC1 | 0% | -1% | -2% | 2% | -2% | -1% | -0.7% | 1% | 6% | 4 | -6%
Clc1ccc(-c2c[n+]3c(n2-c2ccccc2)SCC3)cc1 | 0% | 1% | 6% | -3% | 0% | -1% | 0.1% | -3% | 7.3µM* | 8 | -8%
CNC(=S)NNC(=O)c1sccc1OCc1ccc(C)cc1 | 0% | -9% | 4% | -2% | -4% | -1% | -0.4% | -6% | u | 3 | -11%
O=C(C1CC1)N1CCc2cc(Br)cc(S(=O)(=O)N3CCOCC3)c21 | -2% | 0% | 0% | 13% | -7% | -1% | -0.2% | x | u | -14 | -25%
CCC(C)NS(=O)(=O)c1ccc(OCC(=O)NCc2ccccn2)cc1 (configuration not stated) | 0% | -6% | 2% | 26% | 3% | 1% | 0.0% | 1% | 2% | 8 | 3%
CCOC(=O)c1c(N)nn(C(=O)c2ccccc2F)c1-c1ccc(OC)cc1 | 3% | 1% | -4% | 2% | -1% | 5% | -0.1% | 2% | 17% | 15 | -9%
Cc1ccc(CS(=O)(=O)Cc2ccc(C(=O)NCc3cccnc3)o2)cc1 | 1% | -2% | 0% | -1% | -4% | 1% | -0.9% | -4% | u | 20 | 4%
Cc1nc2sccn2c(=O)c1S(=O)(=O)NCCc1ccccc1 | 1% | -4% | u | -1% | -13% | -1% | -0.5% | -7% | 9% | -7 | -18%
CC(C)CNC(=O)CSc1nc(-c2cccs2)cc(C(F)(F)F)n1 | 1% | -1% | -9% | 0% | 0% | 3% | 0.2% | -2%[46.1 µM] | -3% | -13 | -8%
C=CCOC(=O)C1=C(C)NC(SCC(=O)Nc2nccs2)=C(C#N)C1c1cccs1 (configuration not stated) | 1% | -3% | u | 24% | -11% | 1% | 0.2% | -3% | u | -16 | 4%
COc1cccc(NC(C)(C)c2nnnn2-c2c(C)cccc2C)c1 | -1% | 9% | 1% | 20% | -5% | -4% | -0.4% | -4% | -2% | 6 | 9%
COC(=O)c1ccc(Cn2nc([N+](=O)[O-])c(Br)c2C)cc1 | -1% | -19% | -22% | -2% | -2% | 1% | 0.1% | -6% | -1% | -20 | -8%
COC(=O)Nc1sc2nc(C)cc(C)c2c1-n1cccc1 | -2% | 11% | -5% | 12% | -4% | -1% | -0.3% | -2% | u | -13 | -1%
Cn1ncc(N2CCN(C(=O)c3ccc(Cl)cc3)CC2)c(Cl)c1=O | 1% | 3% | 0% | 4% | -2% | -7% | 0.2% | -43% | 10% | -3 | -2%
Cc1ccc(C(=O)CCC(=O)N2CCC(C(N)=O)CC2)cc1 | -1% | 1% | 0% | 0% | -2% | 5% | 0.1% | -2% | -2% | 1 | -3%
CN1C(CC(=O)Nc2ccc(Br)cc2)c2ccccc2CC1(C)C (configuration not stated) | -8% | 3% | u | 6% | -2% | -3% | -0.7% | 2% | -3% | 22 | 7%
CC1(C)C=C2C(=NN(c3ccccc3)C(N)=C2C#N)CO1 | 0% | 1% | -2% | -3% | -5% | -5% | -0.4% | 1% | -15% | -6 | 2%
CC(C)Oc1ccc(CC2CCC(=O)N(C)C2=O)cc1 (configuration not stated) | 2% | 3% | 0% | 0% | -1% | -1% | -0.4% | -2%[46.1 µM] | 8% | 18 | 0%
COc1ccc(NC(=O)N2CCc3ccccc3C2)c(OC)c1 | 0% | 2% | u | 2% | 0% | -7% | -0.9% | -1% | u | 1 | -11%
C#CCOCCOCCOCCNc1nc(N2CCN(C(=O)[C@H](CCC(=O)O)n3cc(CN)nn3)CC2)nc(N2CCN(C(=O)[C@H](CCC(=O)O)n3cc([C@@H](N)[C@H](C)CC)nn3)CC2)n1 | 3% | -7% | -1% | x | -5% | 7% | -0.7% | 3% | u | 7 | 4%
Oc1ccc(Nc2nnc(-c3ccc(O)cc3)c3ccccc23)cc1 | 3% | -3% | u | -4% | -1% | -6% | -0.8% | 3% | u | -14 | -4%
CC1CCCN(CCCNC(=O)CN2C(=O)CSc3ccc(S(=O)(=O)N4CCOCC4)cc32)C1 (configuration not stated) | 2% | 1% | 1%&-4% | -4% | -5% | 0% | 0.0% | 2% | 1% | -5 | 4%
N#C/C(=C/c1ccc(-c2cc(C(=O)O)cc(C(=O)O)c2)o1)c1nc2ccccc2s1 | 3% | 0% | u | -2% | x | x | 0.0% | x | 21% | 3 | 3%
CC(NC(=O)c1ccccc1)C(=O)NC1=NCCS1 (configuration not stated) | -1% | -6% | 15% | 4% | -8% | 3% | 0.0% | -1% | 19% | -6 | -34%
C[C@H]1C(=O)N(C)CCN1C(=O)c1cccc(OC2CCN(CC(C)(C)C)CC2)c1 | 2% | 1% | -14% | -2% | 0% | 7% | -0.8% | 6% | u | 2 | 5%
O=C1C2C3C=CC(C3)C2C(=O)N1c1ccccc1 (configuration not stated) | 2% | 7% | 3% | -1% | -6% | 0% | 0.0% | -1% | 18% | 8 | 12%
CCn1cnc2scc(-c3ccccc3)c2c1=O | -3% | -4% | -4% | 6% | -6% | -4% | -0.3% | 0% | 8% | 9 | -5%
O=C(Nc1ccc2c(c1)OCO2)c1cccc2c1C(=O)N(C1CCCCC1)C2 | -1% | 1% | 3% | -4% | -1% | 1% | 0.2% | 5% | 12% | -2 | 5%
COC(=O)CCCC(=O)N1CCCC(C(=O)c2ccccc2SC)C1 (configuration not stated) | 1% | 2% | 0% | 2% | -1% | u | -0.3% | -12% | -3% | -8 | 4%
COCCN(Cc1cc2cc3c(cc2nc1Cl)OCO3)C(=O)Nc1ccc(OC)cc1 | -2% | 3% | -12% | -21% | -1% | 3% | -1.5% | -1%[46.1 µM] | -12% | 1 | -4%
CCOc1cc(S(=O)(=O)N2CCN=C2Cc2ccccc2)ccc1F | -2% | -6% | -7% | -1% | -2% | -1% | 0.1% | 1% | 0% | 16 | -7%
NC(=O)C1CCCN(C(=O)c2cccc(NC(=O)c3cccs3)c2)C1 (configuration not stated) | -1% | 3% | u | 7% | 0% | 5% | -0.3% | -8% | 9% | -6 | 6%
COc1ccc(N2CC(C(=O)OCC(=O)c3ccccc3)CC2=O)cc1 (configuration not stated) | -3% | -4% | 0% | -2% | -3% | -3% | 0.0% | -5% | 2% | -6 | 6%
CC1CCCC(NC(=O)CSc2ccc(F)cc2)C1C (configuration not stated) | 1% | 2% | -1% | 1% | -3% | 1% | 0.3% | 11% | -6% | 1 | -5%
O=C(OCc1cccc([N+](=O)[O-])c1)c1cccnc1 | 1% | -18% | -1% | -5% | 0% | 3% | -0.6% | 4% | 17% | 15 | 10%
Cn1c(NCc2ccccc2)nc2c1c(=O)n(Cc1ccccc1)c(=O)n2C | -1% | -1% | -2% | 8% | -5% | x | -0.4% | 2% | u | -8 | 2%

This is a random part of the collection. About 3% of those tested had a hit in this group.
